mABHD4 FP = inhibits mouse alpha/beta hydrolase domain 4 | AID 720543 | 370,000 compounds, 0.54% hits | inhibition, % at 8.92 µM | purified mABHD4, FP-Rh probe fluorescence polarization;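 active means inhibition exceeding the mean over every tested compound plus 3 SD, cut at about 30% in these data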;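 further: 0% = plate median of compound wells and 100% = S159A mutant with DMSO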
Target sequence (Q8VD66 whole entry, looked up, the tested form may be a part): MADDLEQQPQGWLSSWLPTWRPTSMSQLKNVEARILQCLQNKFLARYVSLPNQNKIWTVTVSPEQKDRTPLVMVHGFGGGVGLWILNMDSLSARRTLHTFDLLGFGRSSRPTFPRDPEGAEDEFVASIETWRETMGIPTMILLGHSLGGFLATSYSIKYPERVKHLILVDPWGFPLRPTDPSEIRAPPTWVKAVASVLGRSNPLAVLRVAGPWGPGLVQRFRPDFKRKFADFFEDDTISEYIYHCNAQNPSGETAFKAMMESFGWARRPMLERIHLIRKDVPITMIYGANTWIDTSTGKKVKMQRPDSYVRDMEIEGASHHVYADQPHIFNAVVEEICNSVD
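system = mouse ABHD4 enzyme, wild type | medium = HEPES pH 7.0, NaCl, Pluronic buffer | also added = FP-Rh probe | incubation = Enzyme–compound pre-incubation 45 min, then probe 60 min, both 25 °C | technique = fluorescence polarization, excitation 525 nm, emission 598 nm, BODIPY TMR filters | controls = S159A mutant high control, sample median low control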
NR1D1 modulator = Rev-erb alpha (human) modulation | P20393 | Rev-erbα–FITC-DNA binding, fluorescence polarization, 90 min | activity, % at 10 µM | 370,000 compounds, 0.79% hits | AID 1259318;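 active means activity above about 14%, limit read from the data; passing the limit was not always enough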;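 further: 0% = DMSO wells with 35 nM protein and 100% = DMSO wells with 750 nM protein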
ARFGAP1 inhibitor = inhibitors of rat ARFGAP1. 360,000 compounds, 0.26% hits. inhibition, % at 16.5 µM. Arfgap1-stimulated ARF1 GTP hydrolysis, GDP FP detection;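 active means inhibition above a per-plate limit, mean inhibition of low control wells plus 3 SD, cut at about 25% in these data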;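 further: 0% = DMSO wells with enzyme and 100% = wells lacking Arfgap1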
Target sequence (Q62848 1-136 limits assumed): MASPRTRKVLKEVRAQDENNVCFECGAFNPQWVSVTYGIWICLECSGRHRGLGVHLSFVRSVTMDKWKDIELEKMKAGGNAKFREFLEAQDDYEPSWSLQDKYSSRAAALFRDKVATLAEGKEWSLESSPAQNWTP
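Repeats: one replicate per compound; assay system: rat Arfgap1 catalytic domain, aa 1-136; times: enzyme reaction 120 min at 25 °C after 20 min preincubation; detection: FP of antibody-bound GDP Alexa 633 tracer, ex 620/em 688 nm; benchmarks: high control wells lacking Arfgap1, low control full reaction with DMSO; reagent: human ARF1(Δ1-17)-GTP substrate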
ASAP1 GAP inh = inhibitors of human ASAP1 ArfGAP activity; Q9ULH1; ASAP1-stimulated ARF1 GTP hydrolysis, GDP FP detection; inhibition, % at 16.5 µM; 360,000 compounds, 0.19% hits; in the data active means inhibition above about 25%;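 further: 0% = vehicle with enzyme and substrate and 100% = no enzyme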
HTRA1 inhibitor = blocks human HTRA1 serine peptidase | Q92743 | recombinant HTRA1, FP-rhodamine activity-based probe, fluorescence polarization | inhibition, % at 5.96 µM | 340,000 compounds, 0.5% hits | AID 504803; in the data active means inhibition above about 36%;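 further: 0% = enzyme with DMSO and 100% = wells lacking enzyme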
Target sequence (Q92743 whole entry, looked up): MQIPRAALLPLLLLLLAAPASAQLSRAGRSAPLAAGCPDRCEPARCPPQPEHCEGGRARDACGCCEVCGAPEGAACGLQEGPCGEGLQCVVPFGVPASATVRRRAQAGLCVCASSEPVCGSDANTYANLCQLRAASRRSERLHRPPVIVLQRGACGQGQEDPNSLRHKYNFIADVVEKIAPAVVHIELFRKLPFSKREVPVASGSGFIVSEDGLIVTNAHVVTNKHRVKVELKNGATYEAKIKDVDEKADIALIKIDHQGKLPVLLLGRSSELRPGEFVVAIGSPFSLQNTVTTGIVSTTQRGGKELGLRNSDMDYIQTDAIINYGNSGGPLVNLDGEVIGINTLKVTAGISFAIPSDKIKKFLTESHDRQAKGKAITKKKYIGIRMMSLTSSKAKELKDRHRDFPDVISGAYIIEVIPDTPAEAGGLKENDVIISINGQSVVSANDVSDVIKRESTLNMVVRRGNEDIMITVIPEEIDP
rCAG binder = binds r(CAG) RNA repeats; inhibition, % at 3 µM; AID 651821; r(CAG) RNA repeat, TO-PRO-1 dye displacement fluorescence; 370,000 compounds, 1.3% hits;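 active means inhibition above the plate cutoff, the mean of all test compounds on that plate plus 3 SD, cut at about 35% in these data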;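 further: 0% = DMSO alone and 100% = 100 µM mitoxantrone as full dye displacement; higher means more dye released from RNA so lower well fluorescence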
SMARCA2 activ = activators of SMARCA2 function; 370,000 compounds, 1% hits; activation, % at 9.1 µM; MG213 cells, MMTV-luciferase reporter, dexamethasone, overnight; AID 652017; in the data active means activation above about 7.8%;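 further: 0% = vehicle wells and 100% = reference activator wells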
PG9 binder = binds the HIV-1 gp120 antibody PG9; TR-FRET gp120-PG9 antibody binding; inhibition, % at 6.7 µM; 360,000 compounds, 0.43% hits; AID 624416; in the data active means inhibition above about 8.5%
GC-A act = GC-A (human) enzyme activation | HEK293 GC-A cells, cGMP TR-FRET, EC30 ANP; 0% at EC30 ANP, 100% saturating ANP | activation, % at 10 µM | 370,000 compounds, 0.14% hits; in the data active means activation above about 40%
NPR2 activator = GC-B (human) receptor activation; P20594; HEK293-GC-B cells, CNP EC30, cGMP TR-FRET; 0% at EC30 CNP, 100% saturating CNP; activation, % at 10 µM; 370,000 compounds, 0.11% hits;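 active means activation at 10 µM reaching about 35% in either raw or pattern-adjusted values, limit read from the data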
* = called active by the depositor; . = not tested or not shown.

Order of results – mABHD4 FP	NR1D1 modulator	ARFGAP1 inhibitor	ASAP1 GAP inh	HTRA1 inhibitor	rCAG binder	SMARCA2 activ	PG9 binder	GC-A act	NPR2 activator
[1] CC(CNC(=O)CCCn1c(=O)c2cccn2c2cccnc21)c1ccccc1 (stereo unspecified)
    4	1	-4	0	-1	1	-4	0.2	-3	-1
[2] Cc1ccc(NC(=O)C2CCN(C(=O)c3cccs3)CC2)cc1
    -7	-4	-6	-3	-1	-1	0	2.4	-1	5
[3] COc1ccc(-c2nnc(OC)c3ccccc23)cc1
    -5	1	1	5	-10	-7	0	0.5	0	3
[4] CN(C(=O)c1ccc(S(=O)(=O)N2CCCCC2)cc1)C1CCS(=O)(=O)C1 (stereo unspecified)
    4	0	-1	6	-1	-1	-1	0.8	1	2
[5] COc1ccc(CN2CC[C@@H](N3CCOCC3)[C@H](O)C2)cc1F
    -11	1	1	4	-1	-3	-1	-1.1	3	3
[6] Nc1cc2c(cc1Cl)-c1ccc(Cl)cc1C2=O
    6	-2	3	-7	8	1	-1	-3.2	1	-8
[7] Cc1ccc(C(=O)NCC(=O)N(C)CC(=O)Nc2c(Cl)cccc2Cl)s1
    -4	-3	-2	-9	-6	-4	4	-0.9	-2	5
[8] CC(C)c1nnc(NC(=O)CCC(=O)NCC2CCCO2)s1 (stereo unspecified)
    1	-2	13	-12	7	0	1	1.0	-2	-2
[9] CCc1ccc(N(CC)C(=O)Cc2c(C(=O)O)n(C)c3ccccc23)cc1
    -4	-1	2	0	3	25	-2	-1.6	0	-5
[10] C=CCc1ccc(OCCOCCN(C)C)c(OC)c1
    9	7	16	-2	2	-1	6	-1.8	1	-1
[11] O=C(Nc1c2c(nn1-c1ccc([N+](=O)[O-])cc1)CS(=O)(=O)C2)c1ccco1
    8	-2	-10	8	5	3	0	-1.6	0	4
[12] CC(Sc1ccc2nnc(-c3ccc(F)cc3)n2n1)C(=O)O (stereo unspecified)
    1	-7	12	6	2	2	0	0.3	-3	8
[13] O=C(COc1cccnc1[N+](=O)[O-])N1CCC(Cc2ccccc2)CC1
    -2	0	-5	-8	0	3	-1	-0.2	-2	2
[14] CCOC(=O)C(CC)Sc1cc(C)nc2ccc(OC)cc12 (stereo unspecified)
    -4	-2	8	0	-10	-10	-1	-3.3	-23	-16
[15] CC/C(=N\NC(=O)c1csc(C)c1C)c1cccs1
    3	-1	5	0	3	5	-4	-2.9	-2	0
[16] C[C@H](O)[C@@H]1CN2CCc3c([nH]c4ccccc34)[C@@H]2C[C@@H]1N(C)C(=O)OCc1ccccc1
    3	2	-1	3	.	4	-3	-6.6	2	0
[17] Cc1ccn2c(=O)nc(SCC(=O)N3CCC(C)CC3)nc2c1
    7	1	-1	-7	4	7	-1	-1.2	0	1
[18] CCn1cc(CNCc2c(C(=O)N3CCCCC3)nc3c(C)cccn23)cn1
    -1	-2	-2	-5	3	-8	1	0.1	-1	4
[19] Cc1ccc(S(=O)(=O)N2CCCN(C)CC2)cc1
    -5	0	-9	4	4	-2	-1	-2.0	-3	6
[20] O=C(NCCc1ccc(Cl)cc1)C1(c2ccccc2)CC1
    0	5	-11	-16	-10	-6	1	-0.4	-6	-4
[21] CC1CCN(C(=O)c2[nH]cnc2C(=O)N2CCN(C(=O)OC(C)(C)C)CC2)CC1
    0	-4	6	-14	2	-6	1	0.9	4	6
[22] CCCn1c(N)c(N(CCOC)C(=O)c2cccc(F)c2)c(=O)[nH]c1=O
    -7	3	-7	-1	-4	1	2	-1.4	-2	-3
[23] CC(=O)Nc1sc2c(c1-c1nc3ccccc3s1)CN(C(C)C)C2
    2	-6	.	.	.	.	.	.	11	8
[24] COc1ccc(/C=N/NC(=O)c2ccco2)cc1Cn1nc(C)cc1C
    11	7	7	-5	8	-1	2	-2.1	5	3
[25] COc1ccc(Br)c(C(=O)Nc2cccc(Cl)c2Cl)c1
    -2	0	7	-3	-14	0	2	6.3	0	1
[26] CC(N)C(=O)NC(C(=O)NC(C)C(=O)Nc1cccc2ccccc12)C(C)C (stereo unspecified)
    16	8	18	10	.	5	-3	-0.9	0	4
[27] C/C(=N\NC(=O)c1c([N+](=O)[O-])c(C)nn1C)c1ccc(NC(=O)c2ccc(C)o2)cc1
    7	-4	-2	8	3	-1	2	-1.9	1	4
[28] Cc1ccc(NCC(=O)N/N=C\C(Br)=C\c2ccccc2)cc1
    3	-3	-9	2	-10	4	-1	-3.2	5	2
[29] CCCCCCC(C)n1[nH]c(=O)cc1N (stereo unspecified)
    21	5	4	4	6	-10	-2	-0.1	0	0
[30] COc1cc2c(cc1OC)C(c1cccc([N+](=O)[O-])c1)N(C(=O)CCC(=O)O)CC2 (stereo unspecified)
    1	-1	-14	-2	-5	1	-1	-1.5	-2	-4
[31] C[C@@H]1O[C@@H](O[C@H]2[C@H](O)[C@@H](O)[C@H](Oc3c(-c4ccc(O)c(O)c4)oc4cc(O)cc(O)c4c3=O)O[C@@H]2CO)[C@H](O)[C@H](O)[C@H]1O
    12	4	4	-5	14	2	2	-4.5	1	1
[32] NC(=O)CSc1nnc(COc2ccccc2)n1N
    6	-2	12	-1	4	-1	1	-1.5	5	5
[33] O=C(C[C@H]1C[C@H](C(=O)N2CCCCC2)[C@@]2(CCc3ccccc3)c3[nH]c4ccc(Cl)cc4c3CCN2C1=O)NCc1ccco1
    1	-1	5	3	-7	5	2	-0.9	-4	-9
[34] CCCNC(=O)CN1C(=O)NC2(CCCc3cc(OC)ccc32)C1=O (stereo unspecified)
    -1	-6	-5	0	-2	1	-1	-1.9	1	6
[35] CCCN1CCc2[nH]c(=S)[nH]c(=O)c2C1
    -2	-8	7	-3	4	-2	-3	-3.2	1	0
[36] Cc1cccc(N2CCN(C(=O)COCc3cc(-c4ccc5c(c4)OCO5)on3)CC2)c1C
    3	0	0	1	-35	2	4	-0.3	0	0
[37] CCCCN(C(=O)CSCC(=O)Nc1ccc(C)cc1)c1c(N)n(CC(C)C)c(=O)[nH]c1=O
    0	-5	16	9	5	-7	-3	0.1	-3	4
[38] COc1ccc(Cl)cc1NC(=O)C1CCCN(S(=O)(=O)c2cccc3nonc23)C1 (stereo unspecified)
    8	-5	14	5	-1	-1	0	0.6	-6	-4
[39] Cc1cc(C)cc(C(=O)NCc2ccc3c(c2)OCO3)c1
    -16	2	4	7	-12	-6	0	-1.2	-1	2
[40] CCC(=O)NC(c1ccccc1)c1c(OC(C)=O)ccc2ccccc12 (stereo unspecified)
    5	-2	8	0	-6	-5	-2	-1.1	-5	-5
[41] O=C(NNS(=O)(=O)c1ccc(Cl)cc1)NC1CCCCC1
    7	-1	-7	-2	1	2	0	-1.9	1	5
[42] C/C=C1\COC(C(=O)NCc2ccncc2)(C(F)(F)F)C=C1C=C1CCCCC1 (stereo unspecified)
    6	-2	-6	-8	-12	-2	0	-1.2	-2	2
[43] Cc1noc(NS(=O)(=O)c2ccc(NC(=O)CSc3nc4ccccc4s3)cc2)c1C
    -7	-5	7	0	-4	70*	1	-1.4	5	4
[44] Cc1ccc(S(=O)(=O)N2CCCCC2)c2nsnc12
    -2	1	0	-9	2	0	-1	0.4	4	1
[45] CC(C)NC(=O)NNC(=O)c1cc(COc2cc(Cl)cc(Cl)c2)on1
    1	-2	-4	4	-12	6	1	0.1	0	3
[46] CCOCCCNC(=O)c1ccc(C2SCC(=O)N2Cc2ccccc2)cc1 (stereo unspecified)
    2	-1	15	12	3	-5	1	-0.9	-2	-4
[47] Cc1ccc(NC(=O)c2ccco2)c(NC(=O)CN2C(=O)c3ccccc3C2=O)c1
    2	1	16	-7	-1	0	1	-0.4	0	0
[48] NC(=O)c1cc2c3ccccc3ccn2c1-c1ccccc1
    -6	-3	3	-9	42*	5	6	-1.9	-21	0
[49] O=C(O)COc1ccccc1C=NNC(=O)c1ccccc1NS(=O)(=O)c1cccs1
    4	-2	-7	10	1	22	-4	-1.3	4	3
[50] COc1c(Br)cc2c(C)c(C(=O)O)oc2c1Br
    -12	2	0	-5	-2	5	-1	-0.4	-1	2
[51] CCc1ccc(NC(=O)COc2coc(CN3CCc4ccccc4C3)cc2=O)cc1
    2	0	5	7	-8	-4	-3	-2.0	-5	-6
[52] Cc1cccc(N(C(=O)CNC(=O)c2cccs2)C(C(=O)NC2CCCC2)c2ccncc2)c1 (stereo unspecified)
    -12	-3	1	-1	3	-5	1	1.1	2	-6
[53] C#CCN(C[C@H]1[C@H](OC(=O)NCCCCCC)[C@H](OC(=O)NCCCCCC)C[C@@H](C(=O)OC)[C@H]1C(=O)OC)S(=O)(=O)c1ccc(C)cc1
    10	-2	14	-4	-31	7	-4	-1.0	-3	3
[54] CC(c1ccco1)N(C(=O)c1ccc(C(F)(F)F)cc1)c1ccccn1 (stereo unspecified)
    -2	-4	3	-3	-1	-8	2	-1.6	4	-2
[55] CN1CCN(C(=S)c2ccc(-c3cc(Cl)ccc3Cl)o2)CC1
    5	5	-1	2	-15	-4	-2	-0.2	4	50*
[56] CCOc1ccc(NC(=O)c2cc(SC)ccc2Cl)cc1
    -3	-1	-3	-10	-6	-2	-3	1.9	-2	-8
[57] Cc1ccc(C)c2[nH]c(=O)c(CN(CC3CCCO3)C(=O)NC3CCCCC3)cc12 (stereo unspecified)
    7	2	-3	-10	-6	-5	-2	-0.3	1	2
[58] N#Cc1sc2nc3c(c(-c4ccco4)c2c1N)CCCC3
    5	20	-13	11	-22	3	-1	0.7	6	1
[59] Cc1c(C(C)(C)O)[nH]c2ccc(C#N)cc12
    7	-5	-1	-4	-2	1	0	-2.4	1	4
[60] O=[N+]([O-])c1cccc(/C=N/NC2CCS(=O)(=O)C2)c1 (stereo unspecified)
    5	-7	7	-1	11	1	-2	-3.2	-2	-2

Record cards, from the list above. Values in the order: mABHD4 FP	NR1D1 modulator	ARFGAP1 inhibitor	ASAP1 GAP inh	HTRA1 inhibitor	rCAG binder	SMARCA2 activ	PG9 binder	GC-A act	NPR2 activator
O=C(O)COc1ccccc1C=NNC(=O)c1ccccc1NS(=O)(=O)c1cccs1 as listed: 4	-2	-7	10	1	22	-4	-1.3	4	3
Cc1c(C(C)(C)O)[nH]c2ccc(C#N)cc12 as listed: 7	-5	-1	-4	-2	1	0	-2.4	1	4

Following part
Order of results – mABHD4 FP	NR1D1 modulator	ARFGAP1 inhibitor	ASAP1 GAP inh	HTRA1 inhibitor	rCAG binder	SMARCA2 activ	PG9 binder	GC-A act	NPR2 activator
[61] CCn1c(=O)cc(OCC(=O)NCC2CCCO2)c2ccccc21 (stereo unspecified)
    -4	-3	-2	12	5	-5	-4	2.7	-1	3
[62] CCS(=O)(=O)N1CCN(S(=O)(=O)c2ccccc2[N+](=O)[O-])CC1
    2	-7	2	-9	7	0	-1	0.7	5	2
[63] O=C(c1cscn1)N1CCC(Oc2cccnc2)CC1
    2	4	.	.	.	3	-1	.	4	-4
[64] COc1ccccc1N1CCN(C(=O)[C@H](C)NS(=O)(=O)c2ccc3c(c2)OCCCO3)CC1
    -6	4	8	-9	2	2	5	0.1	4	0
[65] NC(=O)C1CCN(Cc2nc3cc(Cl)ccc3c(=O)[nH]2)CC1
    -2	-2	-1	1	-2	5	-1	1.3	3	2
[66] CCCC(=O)N1CCCC(C(=O)c2ccc(OC)c(OC)c2)C1 (stereo unspecified)
    1	4	1	11	0	-9	2	-3.0	-6	-2
[67] O=S1(=O)N[C@@H](Cc2ccccc2)COc2cc(NC3CC3)ccc21
    -7	4	0	9	.	2	2	0.3	1	3

Screening results: PubChem BioAssay, several laboratories
